Screening results from PubChem BioAssay.
CatS block = inhibitors of human cathepsin S, biochemical, compound mixtures | P25774 | recombinant cathepsin S, AMC dipeptide fluorescence, pooled mixtures | inhibition, %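 (tested at 5 µM per compound within 10-compound mixtures)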 | 62,000 compounds, 0.06% hits | AID 501, 2006; in the data active means inhibition above about 32%, passing the limit was not always enough; inconclusive means no clear call, values can overlap the other calls;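 further: 0% = enzyme without compound and 100% = blank without enzyme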
RORa activator = activators of orphan receptor RORA, primary screen, cell-based, luminescence; Nuclear receptor ROR-alpha (Homo sapiens), P35398; CHO-K1 Gal4-RORA LBD luciferase reporter; percent increase over mock-subtracted basal signal; activation, % at 10 µM; 65,000 compounds, 1.5% hits;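 active means activation above the mean of all tested compounds plus 3 SD, cut at about 49% in these data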;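 further: 0% = DMSO-treated RORA cells and 100% = added signal equal to DMSO minus mock-transfected cells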
JNK3 inh = JNK3 kinase activity inhibitors, primary screen, biochemical, human, purified enzyme; Mitogen-activated protein kinase 10 (Homo sapiens), P53779; HTS; inhibition, % at 8 µM; 60,000 compounds, 0.61% hits; in the data active means inhibition above about 17%;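 further: 0% = DMSO and 100% = reference inhibitor; many of its hits are not listed in these tables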
AP ELISA ortho = alternative complement pathway inhibitors, primary screen, biochemical, ELISA, human serum, orthogonally pooled compounds; LPS-coated ELISA, C3 deposition; tested in compound mixtures; inhibition, % at 5 µM; 62,000 compounds, 0.08% hits; AID 1235, 2008;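 active means inhibition above 30% in each of the two pooled mixtures holding the compound, so the lower value exceeds 30%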;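 further: 0% = serum in Mg-EGTA without compound and 100% = EDTA serum blank; some compounds past the cut are filed as inactive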
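Test system: human serum complement alternative pathway, C3 deposition onto LPS / Medium: Mg2+-EGTA GVB++ buffer containing human serum at 1:15 dilution / Probe or stimulus: Plate-bound LPS / Times: 1 h at 37 °C / Signal: ELISA with HRP anti-human C3 antibody, TMB substrate, absorbance 450 nm / Measure: percent inhibition / Repeats: two pool placements per compound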
CatB inh = human cathepsin B inhibitors, primary screen, biochemical, fluorogenic substrate | P07858 | inhibition, %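 (tested at 10 µM)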 | 63,000 compounds, 0.1% hits | purified cathepsin B, fluorescence; in the data active means inhibition above about 21%;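 further: 0% = enzyme with no compound and 100% = no enzyme blank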
CatB mix inh = cathepsin B inhibitors from pooled compounds, primary screen, biochemical, compound mixtures, AMC fluorescence; P07858; Purified cathepsin B, AMC dipeptide fluorescence; inhibition, %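 (ten-compound pools at 5 µM per compound and 50 µM total)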; 62,000 compounds, 0.06% hits; in the data active means inhibition above about 22%, passing the limit was not always enough; inconclusive means no clear call, values can overlap the other calls;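 further: 0% = enzyme without compound and 100% = no enzyme blank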
ROCK2 inh = inhibitors of human ROCK2 kinase, primary screen, biochemical, high-throughput, luminescence; purified ROCK2, Kinase-Glo ATP depletion luminescence; inhibition, % at 6 µM; Rho-associated protein kinase 2 (Homo sapiens), O75116; 60,000 compounds, 0.35% hits;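 active means inhibition above the screen-wide mean inhibition plus 3 SD, cut at about 18% in these data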;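 further: plate controls were DMSO wells for no effect and Y-27632 control wells after no-enzyme background subtraction for full effect; many of its hits are not listed in these tables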
Ec RNAP inh = E. coli RNAP inhibitors, biochemical; DNA-directed RNA polymerase subunit beta (Escherichia coli (strain K12)), P0A8V2; E. coli RNA polymerase, fluorescence transcription assay; inhibition, %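 (tested at 10 µM)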; 62,000 compounds, 0.2% hits; in the data active means inhibition above about 20%;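 further: 0% = enzyme without compound and 100% = no enzyme blank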
Target sequence (P0A8V2 whole entry, looked up): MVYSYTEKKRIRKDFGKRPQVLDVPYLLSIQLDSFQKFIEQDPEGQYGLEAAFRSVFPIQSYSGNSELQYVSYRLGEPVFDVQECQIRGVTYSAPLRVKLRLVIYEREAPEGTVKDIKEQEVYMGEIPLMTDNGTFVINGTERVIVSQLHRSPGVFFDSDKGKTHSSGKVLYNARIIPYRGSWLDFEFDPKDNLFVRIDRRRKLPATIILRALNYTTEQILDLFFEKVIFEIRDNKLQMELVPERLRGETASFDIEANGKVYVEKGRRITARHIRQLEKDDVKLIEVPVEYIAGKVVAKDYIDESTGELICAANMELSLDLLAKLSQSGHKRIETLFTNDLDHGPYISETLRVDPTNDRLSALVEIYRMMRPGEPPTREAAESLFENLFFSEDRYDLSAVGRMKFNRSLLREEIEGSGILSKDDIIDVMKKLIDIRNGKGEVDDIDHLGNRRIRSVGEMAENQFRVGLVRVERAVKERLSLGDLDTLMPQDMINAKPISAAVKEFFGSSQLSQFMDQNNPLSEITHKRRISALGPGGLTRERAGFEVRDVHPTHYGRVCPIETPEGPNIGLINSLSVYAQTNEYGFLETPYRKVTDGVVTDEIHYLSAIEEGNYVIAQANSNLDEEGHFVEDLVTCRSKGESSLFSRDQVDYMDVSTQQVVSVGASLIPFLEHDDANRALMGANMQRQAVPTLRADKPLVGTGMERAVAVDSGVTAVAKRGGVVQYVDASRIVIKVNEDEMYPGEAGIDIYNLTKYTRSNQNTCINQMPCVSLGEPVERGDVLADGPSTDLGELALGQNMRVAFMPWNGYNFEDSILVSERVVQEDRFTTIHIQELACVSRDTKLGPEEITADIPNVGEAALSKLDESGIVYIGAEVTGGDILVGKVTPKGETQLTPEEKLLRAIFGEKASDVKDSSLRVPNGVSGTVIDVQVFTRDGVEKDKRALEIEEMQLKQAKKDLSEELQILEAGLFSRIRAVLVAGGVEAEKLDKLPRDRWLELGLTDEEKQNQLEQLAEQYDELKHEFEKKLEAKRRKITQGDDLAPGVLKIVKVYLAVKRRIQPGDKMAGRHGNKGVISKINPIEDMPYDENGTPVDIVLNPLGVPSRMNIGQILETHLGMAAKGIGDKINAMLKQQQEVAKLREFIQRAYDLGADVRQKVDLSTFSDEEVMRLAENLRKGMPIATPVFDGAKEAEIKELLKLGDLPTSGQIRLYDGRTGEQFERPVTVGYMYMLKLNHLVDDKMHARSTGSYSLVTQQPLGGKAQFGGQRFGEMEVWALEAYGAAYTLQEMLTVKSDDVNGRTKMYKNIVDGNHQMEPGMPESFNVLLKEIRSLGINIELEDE
PKA inh = inhibitors of human PKA kinase activity, primary screen, biochemical, ATP-depletion luminescence, Kemptide substrate. PKA Kemptide phosphorylation, Kinase-Glo ATP luminescence. inhibition, % at 6 µM. AID 524, 2006. 65,000 compounds, 0.1% hits;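 active means inhibition above the screen-wide mean inhibition plus 3 SD, cut at about 21% in these data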; further: many of its hits are not listed in these tables
* = called active by the depositor; ? = inconclusive; · = not tested or not shown. This is a subset, so the mix of outcomes need not match the whole.

SMILES,CatS block,RORa activator,JNK3 inh,AP ELISA ortho,CatB inh,CatB mix inh,ROCK2 inh,Ec RNAP inh,PKA inh
CCCn1c(SCc2ccccn2)nc2c1c(=O)n(C)c(=O)n2C,-10,-12,5,5,-3,3,2,4,7
Cc1nc2ccc(S(=O)(=O)NCC(=O)N(C)Cc3ccco3)cc2s1,-6,-25,-5,15,0,6,6,1,11
CC(=O)Nc1ccccc1-c1nc2ccc(C(=O)N3CCN(c4ccccc4)CC3)cc2[nH]c1=O,-1,1,-7,10,10,6,-3,7,-8
C=CCOc1ccc(/C=C/C(C)=N\O)cc1,2,86*,-1,14,0,7,0,5,-5
O=C(CSc1nnc(-c2cccs2)o1)c1cccs1,-1,27,4,-8,-4,3,2,3,5
COCCCNS(=O)(=O)c1ccc2c3c(cccc13)C(=O)S2,-7,-6,·,4,-1,-1,·,3,15
Cc1ccc(C(=O)CN2CCC(NC(=O)C3CCCCC3)CC2)cc1,-21,-9,-4,-11,5,-5,2,2,8
CC1=C(C(=O)N(C)Cc2ccccc2)C2(CCC(C)CC2)OC1=O (stereo not given),-1,0,7,21,-2,4,4,1,3
O=C(CSc1nnc(Cn2nnc(-c3ccccc3)n2)n1-c1ccccc1)Nc1ccccc1,·,-20,0,·,·,·,-2,·,2
COc1ccccc1-c1cc(C(=O)Nc2ccc(F)cc2F)no1,-7,25,-1,24,1,-2,-1,0,-2
Cc1cccc(NC(=O)c2cc3ccccc3c(=O)o2)n1,?,57*,8,8,-1,2,7,4,9
C=CCN1C(=O)CSC1=Nc1cccc(O)c1,-3,-15,·,5,3,1,·,2,9
CC(=O)c1c(C)nn(CC(O)COc2ccc3c(c2)CCC3)c1C (stereo not given),25,-9,0,-20,6,4,1,4,0
O=C(CN1C(=O)C2(OCCO2)c2ccccc21)c1ccc(Cl)cc1,-3,·,·,-10,3,-2,·,9,·
COc1cccc(-c2csc(N3CCN(C(=O)Nc4ccccc4OC)CC3)n2)c1,7,8,1,2,3,-1,2,4,4
COCc1nnc(NC(=O)c2ccc(NC(C)=O)cc2)s1,2,-1,-9,1,2,2,-3,9,-7
COc1ccc(-n2c(Cn3nnc4ccccc43)nnc2SCC(=O)O)cc1,18,-1,1,2,5,8,4,10,2
Cc1nc(N)sc1-c1csc(Nc2ccc(Cl)cn2)n1,16,20,5,0,7,5,3,8,9
O=C(O)CCCCCNC(=O)c1cccc(Br)c1,-11,-7,3,-1,·,-5,5,·,10
CC1(C)Cc2c(C#N)c(OCC(=O)c3ccc(Cl)cc3)nc(-c3ccoc3)c2CO1,·,-8,6,·,-3,·,-9,·,1
COc1ccc(NC(=O)CN(C)S(=O)(=O)c2cccc3cccnc23)cc1,-2,-4,8,19,3,5,4,1,5
O=C(c1ccccc1)c1ccc(OC(=O)N2CCOCC2)cc1,-5,20,-2,5,-1,1,6,4,12
O=C(c1ccc(-c2ccccc2)cc1)N1CCC(C(=O)N2CCCC2)CC1,-7,-7,-1,7,-2,9,6,9,9
C=CCn1c(SCC(N)=O)nnc1-c1cccc(Br)c1,-8,-4,0,1,0,1,4,5,11
COc1ccc(-c2nnc(SCCOc3cccc(C)c3)n2N)cc1,8,18,-1,6,-1,0,6,2,13
CC(C(=O)N1CCOCC1)(c1ccccc1)c1ccccc1,3,-6,·,5,1,0,·,5,1
COCCOC(=O)C1=C(C)NC(=O)NC1c1c(F)cccc1Cl (stereo not given),-7,10,-2,13,4,-1,8,5,9
CCOC(=O)Nc1cc2c(C)cc(=O)oc2cc1C,2,-25,-1,17,1,5,6,6,5
CCCCOc1ccc(Cl)cc1CSc1nnc(CC)n1N,11,-7,-4,17,·,5,-4,·,-3
O=C(NC12CC3CC(CC(C3)C1)C2)c1cnccn1,-20,-21,-13,20,-5,-6,-4,1,-3
CCC(C)NC(=O)CSC1=Nc2ccccc2C2=NC(CC(=O)NCc3ccccc3)C(=O)N12 (stereo not given),2,0,-3,-2,3,-10,5,8,12
O=C(O)COc1nsnc1N1CCOCC1,0,-16,2,3,0,2,-1,9,0
CCOC(=O)N1CCN(C(=O)c2ccc(C)c(S(=O)(=O)Nc3cccc(C)c3C)c2)CC1,-5,5,4,12,3,0,-3,-2,-4
CC(=O)c1cccc(NC(=O)C2CCCN(S(=O)(=O)c3cccc4cccnc34)C2)c1 (stereo not given),6,6,1,15,1,4,6,7,3
O=C(O)CCOc1ccc2c(c1)OCCO2,1,-12,1,9,-2,-2,-4,-2,-2
Cc1ccc(-c2cc(C(=O)NCCCn3ccnc3)c3cc(Br)ccc3n2)o1,5,-17,2,8,-1,4,7,8,1
CCOC(=O)N1CCN(C(=O)c2ccc3nc4ccsc4c(=O)n3c2)CC1,11,-6,6,-8,0,6,4,1,5
CCCCc1nc2ccccc2c(=O)n1NC(=O)c1c(O)c2c(n(CC(C)C)c1=O)CCCC2,-5,22,-2,18,-1,4,1,3,-6
CCCSc1oc(-c2ccco2)nc1S(=O)(=O)c1ccccc1,-1,-8,0,3,-4,3,9,5,2
O=C(CCC(=O)c1cccs1)Nc1nnc(C2CC2)s1,-1,0,-5,9,9,-1,8,5,9
COCCCNC(=O)CCn1c(=O)c2ccccc2n(CC(=O)Nc2ccccc2C)c1=O,3,-5,3,18,-6,3,3,1,0
O=c1[nH]c(C(F)(F)F)nc2ccccc12,-2,9,1,-10,-1,0,3,-4,4
CC(C)CCOP(=O)(c1ccc(N(C)C)cc1)C(O)c1ccccn1 (stereo not given),4,-11,5,15,4,2,8,4,13
CN=C(Nc1cc(C)nn1CCC#N)c1ccccc1,9,-7,2,3,1,-4,2,4,7
COc1ccc(CNC(=O)c2cc(-n3cnnc3)ccc2Cl)cc1,-3,4,1,5,2,-6,8,-1,6
Cc1cc(NC(=O)CSc2nc3cc4c(cc3c(=O)n2CCc2ccccc2)OCO4)no1,3,3,·,7,2,1,·,5,4
NC(=O)c1c(NC(=O)CSc2nnc(-c3ccccc3)n2CC2CCCO2)sc2c1CCC2 (stereo not given),3,2,12,20,2,2,-1,8,1
Cc1cccc(NC(=O)N(Cc2nc3ccccc3c(=O)[nH]2)C2CCCC2)c1,2,-24,-2,9,-2,-2,-4,3,-8
COC(=O)c1ccccc1NC(=O)CN1C(=O)CSC1=O,23,2,8,-11,2,2,5,3,6
CCCC1C(C#N)=C(N)Oc2cc(C)n(C)c(=O)c21 (stereo not given),-1,-8,3,0,-4,-1,1,3,5
O=C(Nc1ccccc1F)C1C2C=CC3(O2)C1C(=O)N(c1cccnc1)C3C(=O)NC1CCCCC1 (stereo not given),-1,3,0,-5,3,3,5,10,11
Cc1oc(-c2cccs2)[n+]([O-])c1C,-5,-12,-8,8,-1,0,2,6,4
COC(=O)c1cc2occc2n1CC(=O)Nc1ccc(OC)c(OC)c1OC,-1,-20,·,9,0,2,·,6,7
CCOC(=O)c1[nH]c(C)c(CCC(=O)OC)c1C,0,-3,-2,10,4,6,2,6,1
Cc1ccc(S(=O)(=O)C(F)(F)F)cc1NC(=O)c1cccnc1,-1,-21,12,17,5,4,8,7,3
COc1ccc(OC(=O)c2cccc(S(=O)(=O)N3CCCC3)c2)cc1,-4,-5,-2,10,0,-5,-15,5,-2

(continued)
SMILES,CatS block,RORa activator,JNK3 inh,AP ELISA ortho,CatB inh,CatB mix inh,ROCK2 inh,Ec RNAP inh,PKA inh
CC(=O)OC(C)C[N+](C)(C)C (stereo not given),-3,-11,3,20,2,6,-7,6,-6
COCCn1c(C)cc(C(=O)CSc2nc3ccccc3o2)c1C,-3,29,2,1,2,2,2,2,1
O=C(CSc1nnnn1C1CCCCC1)N1CCc2ccccc21,11,3,7,4,0,2,-2,1,-2
COC(=O)C1=C(Cn2cnc3ccccc32)NC(=O)NC1c1cc(C)ccc1C (stereo not given),21,1,3,-9,2,5,5,12,8
O=C1c2cccnc2C(=O)N1CO,4,10,-2,7,2,0,6,7,9
CCOC(=O)c1ccc2[nH]c(C)cc(=O)c2c1,15,-17,2,2,2,6,0,5,-1
CCC(=O)Oc1ccc(-c2nc(-c3cccnc3)no2)cc1,·,9,2,·,·,·,1,·,-4
O=C(COc1ccccc1O)N1CCN(C(=O)c2ccco2)CC1,-6,-28,-6,4,4,3,1,3,-1
COC(=O)c1ccc(N2CCN(C)CC2)c(NC(=O)c2cc3ccccc3o2)c1,4,6,-3,7,-1,6,7,9,-4
O=C(Nc1ccc(Cl)cc1)C1CC=CCC1C(=O)OCC(F)(F)C(F)F (stereo not given),19,-4,1,5,1,7,2,4,-4
O=C1COc2ccccc2N1Cc1ccccc1Cl,12,2,-1,4,0,-2,2,5,11
Cc1nc(P(=O)(c2ccccc2)c2ccccc2)c(N2CCOCC2)o1,2,-10,3,4,2,-7,4,·,5
COc1ccccc1C(O)P(=O)(OC(C)C)c1ccc(N(C)C)cc1 (stereo not given),5,-22,-2,-1,2,2,-5,7,-4
CCC(C)OC(=O)n1ccc(C(=O)Nc2nccs2)n1 (stereo not given),-7,2,-2,5,0,-8,3,8,-3
O=C(NCc1cccnc1)c1ccc(CS(=O)(=O)c2ccc(Cl)cc2)o1,1,-11,-4,10,3,0,-3,3,-6
Cc1cccc(OCC(=O)Nc2cc(C)c(C)cc2O)c1,52,-8,1,5,7,2,5,-1,6
COc1ccc(NC(=O)Nc2ccc3nccnc3c2)cc1,14,57*,3,4,4,1,0,8,8
Cc1ccc(-n2c(CNc3ccc(F)cc3)nnc2SCC(=O)N2CCCC2)cc1,1,-18,2,11,5,-7,0,36*,3
CCOC(=O)C1CCN(CC(O)COc2ccc(C(=O)CC)cc2)CC1 (stereo not given),-7,4,-4,-15,10,-1,5,·,10
Cn1c(=O)[nH]c(=O)c2c1nc(N1CCN(c3ccccc3)CC1)n2CCSc1ncccn1,-4,27,1,15,1,-2,-1,7,-4
CCOc1cc(S(=O)(=O)n2c(C)nc3ccccc32)ccc1F,12,25,4,-3,8,5,2,7,3
Nn1c(SCC(=O)Nc2ccc3c(c2)OCCO3)nnc1C(F)(F)F,-2,-2,5,6,-1,0,5,9,0
CC(c1ccccc1F)n1cc(C(=O)NCc2ccncc2)nn1 (stereo not given),-6,0,·,-6,0,-3,·,-6,0
O=C(CSc1nnc(Cn2cnc3ccccc32)o1)c1ccccc1,21,-22,0,0,-1,3,6,11,12
O=C(O)CCC(=O)Nc1ccc(N2CCOCC2)cc1,1,-34,-1,19,4,3,3,-1,8
O=c1ccccn1Cc1ccccc1F,22,-17,-4,5,1,7,0,11,3
